Source: PubChem BioAssay (several laboratories)
OPRM1-OPRD1 ag – agonists of human mu-delta opioid receptor heterodimerization; cells, OPRM1-OPRD1 heterodimerization, luminescence; activation, % at 9.3 µM; hit rate 0.3% among 340,000; in the data active means activation above about 18%;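 further: 0% = vehicle-treated cells and 100% = reference agonist; values of inactives mirror those of a sister screen read the other way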
phage Ecoli inh – E. coli growth loss with phage present; hit rate 0.26% among 360,000; growth absorbance; inhibition, % at 11.9 µM; in the data active means inhibition above about 11%
PfHsp90 yeast 2 – inhibits growth of yeast expressing Plasmodium falciparum Hsp90; inhibition, % at 9.4 µM; AID 504621; hit rate 0.32% among 310,000; S. cerevisiae expressing PfHsp90, BacTiter-Glo ATP, 48 h; yeast lacking PDR1 and PDR3 efflux regulators;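 active means every replicate shows inhibition above about 80%, whatever the replicate mean, limit read from the data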;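 further: 0% = DMSO neutral controls and 100% = 20 µM radicicol positive controls; yeast relying on Plasmodium falciparum Hsp90 in place of its own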
MOR-DOR inv ag – inverse agonist of human OPRM1-OPRD1 heterodimerization. P35372+P41143. cell-based MOR-DOR heterodimer luminescence, inverse agonism. inhibition, % at 9.3 µM. hit rate 0.21% among 340,000. AID 504357; in the data active means inhibition above about 22%, passing the limit was not always enough;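 further: 0% = cells with DMSO and 100% = wells without cells with DMSO; values of inactives mirror those of a sister screen read the other way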
AddAB inh – less growth of phage-infected E. coli with AddAB; E. coli expressing H. pylori AddAB, absorbance growth; inhibition, % at 11.9 µM; hit rate 0.29% among 330,000; AID 435030; in the data active means inhibition above about 12%;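 further: 0% = vehicle wells of infected cells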
SUMO Mot1 rescue – SUMOylation pathway inhibition by Mot1-301 growth rescue | growth rescue, % at 18.8 µM | S. cerevisiae Mot1-301 growth rescue, ATP luminescence, 38.5C; percent above DMSO median, 100 means doubled | hit rate 1% among 320,000;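 active means every valid replicate shows activation above 250% relative to neutral control wells; inactive means the rest, any valid replicate at or below 250%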;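 further: OY570 slx delta 5 strain wells were the positive control but not used for scaling; some compounds called inactive have numbers as strong as hits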
PKA-R2B act – activates the human PKA-R2B holoenzyme complex | P22694+P31323 | PKA-R2B holoenzyme dissociation, Cy5-IP20 fluorescence polarization; R2B truncated from residue 108, S112A mutant; 0% DMSO only, 100% 113 µM cGMP | activation, % at 11.4 µM | hit rate 0.079% among 340,000 | AID 504700;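 active means activation above a cutoff set at the mean over all compounds plus 3 SD, cut at about 18% in these data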;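 further: higher means more holoenzyme dissociation and a rise in polarization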
Target sequence (P31323 whole entry, looked up, other chains not shown, the tested form may be a part): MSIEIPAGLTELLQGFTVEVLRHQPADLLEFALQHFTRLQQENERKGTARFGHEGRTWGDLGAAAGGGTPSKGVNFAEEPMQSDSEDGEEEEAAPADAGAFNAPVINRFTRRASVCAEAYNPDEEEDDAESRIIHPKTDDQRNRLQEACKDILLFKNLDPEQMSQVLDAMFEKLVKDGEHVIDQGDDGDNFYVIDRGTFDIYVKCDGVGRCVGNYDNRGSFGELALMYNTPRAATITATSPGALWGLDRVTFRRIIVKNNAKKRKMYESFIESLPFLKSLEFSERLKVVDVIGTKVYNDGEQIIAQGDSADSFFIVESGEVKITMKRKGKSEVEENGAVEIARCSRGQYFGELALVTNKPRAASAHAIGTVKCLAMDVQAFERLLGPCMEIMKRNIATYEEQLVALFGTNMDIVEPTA
Ecoli viability – reduces bacterial viability in AddAB counter-screen; AID 449728; inhibition, % at 11.9 µM; E. coli V3065 growth, OD600 absorbance, 18 h; hit rate 0.27% among 330,000;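 active means inhibition above the campaign's mean inhibition across all tested compounds plus 3 SD, cut at about 9.9% in these data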;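 further: uninfected addAB+ strain grown without phage in ampicillin broth; 0% = DMSO wells and 100% = ciprofloxacin 0.95 µg/ml wells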
HTR5A inv ag – counter-screen for OPRM1-OPRD1 inverse agonists: human HTR5A inverse agonism | P47898 | HTR5A cell line, luminescence | inhibition, % at 9.3 µM | hit rate 0.083% among 340,000; in the data active means inhibition mostly above about 23%, no sharp cut-off; inactive means mostly below about 18%;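 further: 0% = cells with DMSO and 100% = no-cell wells with DMSO; some compounds called inactive have numbers as strong as hits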
Target sequence (P47898 whole entry, looked up): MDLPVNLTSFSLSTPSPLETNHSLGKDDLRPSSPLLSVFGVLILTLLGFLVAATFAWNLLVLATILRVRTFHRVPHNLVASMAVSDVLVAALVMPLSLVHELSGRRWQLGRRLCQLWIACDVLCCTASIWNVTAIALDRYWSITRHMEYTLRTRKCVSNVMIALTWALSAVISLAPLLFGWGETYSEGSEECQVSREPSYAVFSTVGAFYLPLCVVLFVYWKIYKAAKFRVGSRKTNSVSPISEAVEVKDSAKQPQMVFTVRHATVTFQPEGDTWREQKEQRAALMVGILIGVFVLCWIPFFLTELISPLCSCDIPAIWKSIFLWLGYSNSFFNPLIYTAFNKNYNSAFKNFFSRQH
PKA-R1A activ – activates the PKA-R1A holoenzyme complex; P00514+P68181; PKA-R1A dissociation, Cy5-IP20 fluorescence polarization; scaled: DMSO 0%, 113 µM cGMP 100%; activation, % at 11.4 µM; hit rate 0.083% among 340,000;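 active means percent activation above the mean of all tested compounds plus 3 SD, cut at about 19% in these data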;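 further: higher means more PKAc released from R1A so a rise in polarization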
Tat transport – inhibitors of E. coli Tat protein transport; E. coli MC4100 TorA-mCherry Tat export, fluorescence; inhibition, % at 10 µM; hit rate 0.036% among 340,000;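 active means mean replicate inhibition at least 50% and at least half of replicates individually reaching 50%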;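 further: exported cargo escapes ClpAP degradation while cytoplasmic cargo is degraded and loses fluorescence; 0% = median of neutral control wells and 100% = median of NaSCN control wells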
* = called active by the depositor; i = inactive; nt = no result given. Random draw from the library; any-hit rate near 2.2%.

SMILES	OPRM1-OPRD1 ag	phage Ecoli inh	PfHsp90 yeast 2	MOR-DOR inv ag	AddAB inh	SUMO Mot1 rescue	PKA-R2B act	Ecoli viability	HTR5A inv ag	PKA-R1A activ	Tat transport
O=C(COC(=O)C1CCN(S(=O)(=O)c2cccs2)CC1)NCc1ccccc1	-0.4	5.4	-11	2	2.4	-4	-2	2.1	-2	0	-3
CC(=O)c1ccc(OC(C)C)c(CN2CCCCC2)c1	0.7	1.4	3	-4	0.9	56	17	-3.5	-5	3	-10
Cc1ccc(C(=O)c2cc([N+](=O)[O-])ccc2N2CCCCC2)cc1	-2.0	0.4	-47	10	2.7	180	1	-0.4	7	-4	7
COc1ccc(NC(=O)c2ccc3c(c2)NC(=O)CO3)cc1OC	-3.0	1.7	-2	14	0.6	-11	0	1.4	0	-7	0
CN1CCN(C(=O)C(Cc2ccccc2)NS(=O)(=O)c2ccc3c(c2)CCC(=O)N3)CC1 (stereo unspecified)	0.6	1.1	0	-3	1.6	nt	-1	-2.5	-2	2	22
Cc1cc(C(=O)CSc2nc(N)cc(=O)[nH]2)c(C)n1CCc1ccc(Cl)cc1	-0.9	1.6	-13	5	-1.9	80	-10	-2.0	4	-7	5
Cc1ccc(CNC(=O)CSc2nnnn2C)cc1	-2.1	1.4	6	9	-0.3	155	2	2.2	-10	-4	-6
CCC(CC)C(=O)Nc1nnc(-c2cccs2)s1	-2.0	2.7	11	12	0.1	nt	0	-1.1	0	0	4
Cc1ccc2c(c1)Oc1ccc(NC(=O)CCCl)cc1C(=O)N2	0.9	0.6	11	-6	1.3	-11	-3	0.6	9	-7	1
CN(C)c1ccc(C(=O)OCC(=O)Nc2ccc(S(N)(=O)=O)cc2)cc1	-0.3	4.2	10	2	1.7	-4	48*	-0.8	-21	46*	-3
Cc1ccc(Nc2nc(NCCO)nc(N3CCCC3)n2)cc1	-1.1	-2.8	-22	6	5.2	10	6	-0.1	-14	-3	0
COc1cc(C)nc(N2CCC(C(N)=O)CC2)n1	2.6	0.6	0	-16	-1.2	313	3	0.6	-8	-11	-1
CC(=O)c1cccc(NC(=S)N2CCN(S(C)(=O)=O)CC2)c1	-3.3	-0.8	7	17	0.1	11	10	-0.8	-2	6	3
Cc1ccc(CNC(=O)c2ccc(C#CC(C)(C)O)s2)cc1	1.8	0.7	13	-9	0.2	-17	2	-2.9	-6	6	-4
O=C(Nn1cnc2ccccc2c1=O)c1ccccc1F	-3.1	-2.3	-12	16	-3.9	249	-7	-0.1	0	-3	22
Cc1cc(C(=O)OCC(=O)NC(=O)c2cccn2C)c2ccccc2n1	9.2	1.5	-23	-47	-0.3	12	-3	0.8	-10	1	-1
CC[C@]12c3[nH]c4cc(CCC(=O)N(C)C)ccc4c3CCN1C(=O)[C@@H](CC(=O)NCCCN(C)C)C[C@@H]2C(=O)N1CCN(C(=O)c2ccco2)CC1	2.8	3.5	5	-13	1.2	nt	-7	0.5	-14	0	-2
CC(Oc1cccc(Cl)c1)C(=O)NCCCCc1ccccc1 (stereo unspecified)	0.7	0.4	0	-4	-1.2	2	-6	0.2	-33	-11	2
COc1ccc(N2CCN(C(c3nnnn3CCc3ccccc3)C(C)C)CC2)cc1 (stereo unspecified)	-0.7	-0.2	15	4	-1.3	36	5	3.5	-9	-1	-5
CCCc1nnc(NC(=O)CCC(=O)N2CCCCCC2)s1	-2.1	2.8	-21	11	-4.6	37	-9	-0.5	4	-13	-3

Another view of some results above.
SMILES: COc1cc(C)nc(N2CCC(C(N)=O)CC2)n1
  OPRM1-OPRD1 ag: 2.6	phage Ecoli inh: 0.6	PfHsp90 yeast 2: 0	MOR-DOR inv ag: -16	AddAB inh: -1.2	SUMO Mot1 rescue: 313	PKA-R2B act: 3	Ecoli viability: 0.6	HTR5A inv ag: -8	PKA-R1A activ: -11	Tat transport: -1
SMILES: CC(=O)c1cccc(NC(=S)N2CCN(S(C)(=O)=O)CC2)c1
  OPRM1-OPRD1 ag: -3.3	phage Ecoli inh: -0.8	PfHsp90 yeast 2: 7	MOR-DOR inv ag: 17	AddAB inh: 0.1	SUMO Mot1 rescue: 11	PKA-R2B act: 10	Ecoli viability: -0.8	HTR5A inv ag: -2	PKA-R1A activ: 6	Tat transport: 3
SMILES: COc1ccc(N2CCN(C(c3nnnn3CCc3ccccc3)C(C)C)CC2)cc1 (stereo unspecified)
  OPRM1-OPRD1 ag: -0.7	phage Ecoli inh: -0.2	PfHsp90 yeast 2: 15	MOR-DOR inv ag: 4	AddAB inh: -1.3	SUMO Mot1 rescue: 36	PKA-R2B act: 5	Ecoli viability: 3.5	HTR5A inv ag: -9	PKA-R1A activ: -1	Tat transport: -5
SMILES: Cc1ccc(CNC(=O)CSc2nnnn2C)cc1
  OPRM1-OPRD1 ag: -2.1	phage Ecoli inh: 1.4	PfHsp90 yeast 2: 6	MOR-DOR inv ag: 9	AddAB inh: -0.3	SUMO Mot1 rescue: 155	PKA-R2B act: 2	Ecoli viability: 2.2	HTR5A inv ag: -10	PKA-R1A activ: -4	Tat transport: -6

(next part)
SMILES	OPRM1-OPRD1 ag	phage Ecoli inh	PfHsp90 yeast 2	MOR-DOR inv ag	AddAB inh	SUMO Mot1 rescue	PKA-R2B act	Ecoli viability	HTR5A inv ag	PKA-R1A activ	Tat transport
CN(CCOC(=O)c1ccc2c(c1)OCCO2)C(C)(C)C	-1.5	-0.3	20	6	3.0	0	-2	-1.4	4	-9	-6
CC(C)CN(c1ccccc1)S(=O)(=O)c1nnc(NC(=O)c2ccco2)s1	-2.4	0.8	1	12	1.9	1	1	-0.9	-2	-22	-9
Cc1cn(CC(=O)NCCCN2CCCC2=O)c(=O)[nH]c1=O	0.2	0.7	-8	-1	nt	nt	-3	nt	-6	-12	-1
CN=C(Nc1cc(C)nn1-c1ccccc1)c1ccc(F)cc1	-0.7	0.0	3	4	2.1	-2	-5	2.9	2	0	1
COc1ccc(CCNC(=O)C(=O)NCC2OCCN2S(=O)(=O)c2ccc(Br)cc2)cc1OC (stereo unspecified)	0.2	4.5	1	-1	5.1	40	-9	1.7	-8	7	-1
O=C(Cn1cc2c(n1)CCCCC2)NC1CCCCCC1	-2.1	3.2	-13	10	3.3	43	-11	-0.3	3	-7	-1
FC(F)(F)c1ccc(N2CCOCC2)c(NC2=NCCCCC2)c1	-2.0	4.0	-20	13	3.1	-23	3	2.3	-3	0	-3
NC(=O)C1(Nc2ccc(Br)cc2)CCCC1	-0.8	2.9	0	4	nt	nt	-2	nt	-8	-4	10
Cc1ccc(OCC(=O)Nc2cccc3ccccc23)c([N+](=O)[O-])n1	-2.0	0.3	-2	8	1.3	-5	-4	-0.4	-15	-1	1
COc1ccc(OC)c(C(C)NC(=S)Nc2ccc(S(=O)(=O)Nc3ncccn3)cc2)c1 (stereo unspecified)	-0.7	2.6	-12	4	2.1	-4	1	1.4	5	4	-2
COc1ccc(OC)c(NC(=O)CSc2nc(=O)n(CCN3CCOCC3)c3c2CCCC3)c1	0.6	-0.4	32	-4	-0.3	4	-1	1.1	2	4	-3
CC1(C)CC(=O)C(CCCN2C(=O)c3ccccc3C2=O)C(=O)C1	-2.6	2.3	9	14	1.6	-5	0	-2.1	18	10	-2
NS(=O)(=O)c1ccc(N=Cc2c(O)n(-c3nccs3)c(=O)c3ccccc23)cc1	-2.1	2.6	3	11	0.8	1	8	-0.5	6	-7	0
O=C(C1CCCN(Cc2ccccc2F)C1)N1CCc2ccccc2C1 (stereo unspecified)	nt	3.2	-25	nt	0.3	-22	nt	-1.7	nt	nt	-11
C=CCNc1nc(C(=O)OC(C)C(=O)c2ccc(C)cc2)cs1 (stereo unspecified)	0.9	1.5	nt	-4	1.7	24	2	-1.0	4	9	7
C/C(N)=C(/C#N)C(=O)CSc1nc(-c2ccccc2)c(-c2ccccc2)o1	-0.6	0.0	-10	3	3.2	4	11	-0.9	-11	-7	1
Cc1cc(-c2nnc(SCC(=O)Nc3cccc(Cl)c3)n2N)n[nH]1	-2.8	4.0	24	15	3.9	-17	4	-1.4	7	7	-6
C=C1CCc2c([nH]c3ccc(OCC(C)C)cc23)C1=O	5.0	1.2	-8	-26	nt	-24	5	nt	-81	-2	2
C=CCOC(=O)C1=C[C@@H](c2ccc(C(F)(F)F)cc2)[C@H](CCCO)[C@@H](OCC)O1	4.9	0.8	-28	-28	1.9	-3	-3	-1.9	-23	13	18
O=C(COc1ccc(S(=O)(=O)N2CCOCC2)cc1)NCc1ccccn1	-5.6	2.1	-32	29	-2.7	-1	5	-3.5	10	-6	2
N=c1scc(-c2ccccc2)n1/N=C/c1ccco1	1.5	-2.7	-7	-7	0.9	-2	-3	-0.5	1	-8	-1
CCN1CCCC1CNC(=O)COc1cc(=O)n(C)c2ccccc12 (stereo unspecified)	-0.1	3.4	-2	0	3.7	3	5	-1.1	10	0	-1
Cc1ccc(-c2nc(-c3cccnc3)sc2CC(=O)Nc2ccc3nc(C)sc3c2)cc1	-1.4	0.8	-26	7	0.2	-9	-4	-0.1	-5	-10	-9
Cc1nc(CSc2n[nH]c(=O)n2-c2cccc(F)c2)cs1	-3.9	1.8	7	20	1.2	-7	3	-1.8	10	-5	-3
CCC(C)c1ccc(OCC(=O)Nc2ccc(CN3CCOCC3)cc2)cc1 (stereo unspecified)	1.9	-0.2	0	-11	nt	245	2	nt	-14	-4	-2
CN1CCN(C(=O)c2ccc(OCCOc3ccccc3)cc2)CC1	-0.2	nt	-16	1	0.5	17	-2	-1.3	4	-12	-6
C/C=C/c1ccc(OCc2cc(=O)n3cc(C)ccc3n2)c(OC)c1	-1.8	2.8	-63	9	-1.0	i	-9	-1.1	-15	-8	-2
COc1ccc(C(=O)N2CCN(c3ccc(N4CCOCC4)nn3)CC2)cc1OC	-0.7	4.7	1	5	-0.9	96	5	-1.8	9	2	-5
COc1ccccc1-c1sc2cc3c(cc2c1-c1ccc(OCCN2CCOCC2)cc1)OCO3	8.2	nt	13	-39	-1.5	nt	-5	-1.8	-9	-4	-9
O=C(COC(=O)CCC1CCCC1)Nc1ccc(Cl)cn1	7.4	0.6	-13	-37	2.8	481	-11	-3.8	-5	11	1
COc1ccc(CCNC(=O)C2CC3Cn4c(nc5ccccc54)C3N2Cc2ccccc2)cc1 (stereo unspecified)	-2.3	2.5	-25	10	2.0	-7	-8	0.3	20	-6	-2
O=C1OCC2=C1C(c1ccc(F)cc1)CC(=O)N2c1ccccc1 (stereo unspecified)	-0.8	nt	nt	4	-0.7	-2	-1	2.6	13	-14	3
Cc1cc(S(=O)(=O)NCC2CC2)c(Cl)cc1Cl	-3.7	-0.6	-14	17	-0.2	132	-4	-0.7	5	3	9
CCOC(=O)c1sc(NC(=O)C(CC)OC(=O)C(CC(C)C)NC(=O)c2ccccc2)nc1C (stereo unspecified)	2.7	-0.5	-6	-17	-1.5	-18	-6	1.6	-46	-8	14
